# Screening data: PubChem BioAssay, The Scripps Research Institute Molecular Screening Center
# PREPL inh – human PREPL enzyme inhibition | Q4J6C6 | recombinant PREPL, fluorescence polarization activity-based probe | inhibition, % at 5.96 µM | actives 0.68% (n = 320,000) | AID 2751; in the data active means inhibition above about 43%;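 further: 0% = enzyme with DMSO and 100% = wells lacking enzyme; many of its hits are not listed in these tables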
# PAFAH2 FP inh – inhibitors of human PAFAH2; Q99487; inhibition, % at 3.39 µM; recombinant PAFAH2, FP-rhodamine activity probe, fluorescence polarization; AID 492956; actives 0.99% (n = 340,000);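 active means inhibition above the mean over all tested compounds plus 3 SD, cut at about 30% in these data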;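 further: inhibitors block probe labeling of enzyme so polarization drops; 0% = enzyme with DMSO and 100% = wells lacking PAFAH2 protein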
# pPAFAH inh – pPAFAH (human) enzyme inhibition | recombinant pPAFAH, FP-rhodamine probe fluorescence polarization | inhibition, % at 3.39 µM | actives 1.5% (n = 330,000);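 active means inhibition above the mean inhibition across the screen plus 3 SD, cut at about 25% in these data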;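 further: inhibitors block binding of the rhodamine activity-based probe so polarization drops; 0% = enzyme with DMSO and 100% = wells lacking pPAFAH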
# Target sequence (Q13093 whole entry, looked up): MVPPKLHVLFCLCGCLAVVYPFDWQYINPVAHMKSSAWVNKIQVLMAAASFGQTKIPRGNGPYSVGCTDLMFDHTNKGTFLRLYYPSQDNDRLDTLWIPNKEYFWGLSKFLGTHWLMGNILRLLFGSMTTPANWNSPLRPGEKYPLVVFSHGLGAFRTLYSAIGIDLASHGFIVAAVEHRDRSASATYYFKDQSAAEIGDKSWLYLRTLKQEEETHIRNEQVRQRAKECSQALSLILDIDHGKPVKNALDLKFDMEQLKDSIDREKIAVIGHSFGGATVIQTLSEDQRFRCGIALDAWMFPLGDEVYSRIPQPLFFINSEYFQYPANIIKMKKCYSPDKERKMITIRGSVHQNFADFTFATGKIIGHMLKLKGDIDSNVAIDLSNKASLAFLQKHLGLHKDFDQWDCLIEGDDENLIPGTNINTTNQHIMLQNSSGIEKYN
# LYPLA2 counter – blocks human lysophospholipase 2, a PME1 counter-screen | actives 0.38% (n = 320,000) | inhibition, % at 5.9 µM | recombinant LYPLA2, FP-Rh probe fluorescence polarization;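 active means inhibition above the screen-wide mean plus 3 SD, limit set per campaign, cut at about 26% in these data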;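 further: 0% = LYPLA2 with DMSO and 100% = wells lacking LYPLA2 enzyme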
# PAFAH1B2 FP inh – inhibitors of human PAFAH1B2; recombinant PAFAH1B2, FP-rhodamine activity probe, fluorescence polarization; inhibition, % at 3.39 µM; actives 1.2% (n = 340,000); AID 492953;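 active means inhibition above the mean of all tested compounds plus 3 SD, cut at about 24% in these data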;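 further: 0% = enzyme with DMSO and 100% = wells lacking PAFAH1B2; many of its hits are not listed in these tables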
# EBNA-1 inhibitor – blocks EBNA-1 binding to DNA | EBNA-1 DNA binding, fluorescence polarization | actives 0.34% (n = 300,000) | inhibition, % at 14.8 µM | AID 1950; in the data active means inhibition above about 28%
# LYPLA1 counter – counter-screen for PME1 inhibitors: inhibitors of human LYPLA1. O75608. recombinant LYPLA1, FP-Rh probe fluorescence polarization. inhibition, % at 5.9 µM. actives 0.16% (n = 320,000). AID 2174;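 active means inhibition above the mean of all tested compounds plus 3 SD, set per campaign, cut at about 14% in these data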;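 further: inhibitors block serine hydrolase probe labeling of LYPLA1 so polarization falls; 0% = enzyme with DMSO and 100% = wells lacking LYPLA1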
# Target sequence (O75608 whole entry, looked up): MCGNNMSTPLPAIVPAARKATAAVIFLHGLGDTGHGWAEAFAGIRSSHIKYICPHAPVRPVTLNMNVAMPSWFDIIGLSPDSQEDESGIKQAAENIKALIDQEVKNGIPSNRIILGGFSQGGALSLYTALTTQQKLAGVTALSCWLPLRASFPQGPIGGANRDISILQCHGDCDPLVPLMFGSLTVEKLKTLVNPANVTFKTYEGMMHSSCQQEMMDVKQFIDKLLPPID
# ZTA DNA inh – blocks Epstein-Barr virus ZTA, an EBNA-1 counter-screen. ZTA-DNA binding, fluorescence polarization. AID 2234. inhibition, % at 11 µM. actives 0.15% (n = 320,000); in the data active means inhibition above about 33%
# Target sequence (P03206 whole entry, looked up): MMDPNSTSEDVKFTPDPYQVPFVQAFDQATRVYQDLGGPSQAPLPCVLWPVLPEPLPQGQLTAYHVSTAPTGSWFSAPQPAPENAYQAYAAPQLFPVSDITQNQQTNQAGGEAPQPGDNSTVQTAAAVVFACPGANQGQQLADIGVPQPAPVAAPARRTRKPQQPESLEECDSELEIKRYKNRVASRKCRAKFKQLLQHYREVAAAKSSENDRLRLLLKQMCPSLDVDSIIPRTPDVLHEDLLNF
# PAFAH1B3 inh – blocks human PAF acetylhydrolase 1B catalytic subunit 3; Q15102; recombinant PAFAH1B3, FP-rhodamine probe, fluorescence polarization; inhibition, % at 3.39 µM; actives 0.28% (n = 340,000);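 active means inhibition above the screen-wide average of all tested compounds plus 3 SD, cut at about 25% in these data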;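 further: 0% = enzyme with DMSO only and 100% = wells lacking PAFAH1B3 protein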
# * hit, by the source's call; · = not tested or not shown. Only part of the results is shown; count on the stated rates, not on these rows.
# Value order – PREPL inh, PAFAH2 FP inh, pPAFAH inh, LYPLA2 counter, PAFAH1B2 FP inh, EBNA-1 inhibitor, LYPLA1 counter, ZTA DNA inh, PAFAH1B3 inh
COCCNC(=O)C(c1cccs1)N(C(=O)Cn1nnc2ccccc21)c1cccc(C)c1 (stereo unspecified)
  -6.0, 8.8, 3.0, -2.4, -1.3, 8.8, -1.8, 18.6, -0.9
CC(=O)[C@H]1[C@H](C#N)C[C@H]2[C@@H]3CC=C4C[C@@H](O)CC[C@]4(C)[C@H]3CC[C@@]21C
  0.4, -12.8, -8.4, 2.7, -2.2, -1.9, -1.4, -4.7, 3.8
CC(C)CCNC(=O)CCCOc1ccccc1
  1.7, 9.3, 2.1, 2.2, 7.5, 2.6, -1.5, -2.5, -0.7
Cn1cc(Br)c(C(=O)NC(=S)Nc2ccc(S(N)(=O)=O)cc2)n1
  6.7, 1.5, -0.9, 0.9, 1.8, 2.3, 0.3, -6.8, 2.1
O=C(COC(=O)c1cccc(Br)c1)NCCc1ccc(F)cc1
  -19.3, 22.8, 24.4, -2.7, -1.4, 5.7, -7.0, 12.9, 6.6
COc1cc(NS(=O)(=O)c2cccc3nsnc23)cc(OC)c1
  -1.2, 3.2, 8.5, -1.2, -4.8, -5.2, 1.7, -0.7, 8.6
C/C(=N\NC(=O)c1cc(C(C)C)[nH]n1)c1ccco1
  9.6, -6.3, -3.5, 1.6, 1.2, -1.7, -0.1, 11.6, 7.8
CCC(C)[C@H](NC(=O)N1CCC(C)CC1)C(=O)OC (stereo partly specified)
  2.8, 2.6, 4.4, 1.9, 4.9, 16.7, -4.5, -15.2, 7.4
COc1ccc2c3n([n+]([O-])c2c1)CCN=C3c1ccc(C)cc1
  10.2, -1.1, 0.6, -0.7, 6.4, -12.0, -2.5, -12.2, 3.3
O=C(c1cccc(C(F)(F)F)c1)C1CCCN(Cc2cccc(OCCO)c2)C1 (stereo unspecified)
  -1.4, 4.0, -1.2, 4.8, 3.5, -10.7, 6.3, -0.5, -2.1
Cc1ccc(C(=O)NC(=S)Nc2cccc(NC(=O)c3ccccc3Cl)c2)cc1[N+](=O)[O-]
  7.9, -36.6, -1.9, 9.6, -7.2, -2.6, -5.8, -0.4, -4.0
O=C(COC(=O)[C@@H]1CC(O)CN1S(=O)(=O)c1ccc(Cl)cc1)NC(=O)NCc1ccccc1 (stereo partly specified)
  -11.9, -2.4, 5.8, -0.5, -1.3, -6.7, 0.4, 0.1, 3.9
C/C(CC(=O)Nc1cc(Cl)ccc1C)=N\NC(N)=O
  -10.8, 2.6, -1.3, 1.2, 2.5, 2.6, 0.4, 4.5, 2.4
CC(NC(=O)CN(c1ccccc1F)S(C)(=O)=O)c1ccccc1 (stereo unspecified)
  -8.4, 10.0, 4.0, 3.4, 6.9, 5.3, -0.2, 12.3, 6.5
CC(C)NCCCCOc1ccc(Br)cc1Cl
  -13.5, 14.7, 3.3, 2.2, -4.2, 1.3, 1.4, 4.4, 0.9
CCNC(=S)Nc1ccc(N(c2ccccc2)C(C)C)cc1
  15.0, -9.4, 14.1, 1.0, 1.8, 5.5, 0.3, -8.4, -1.7
Cc1cc(OC(=O)c2ccccc2F)c([N+](=O)[O-])c(=O)[nH]1
  15.3, -6.5, 1.4, -0.6, 2.9, -0.8, 0.1, -17.9, 3.4
O=C(Nc1ccccc1F)C1CC1c1ccccc1 (stereo unspecified)
  -0.2, 5.6, 2.3, -2.7, 8.0, 3.8, -2.5, -3.6, 11.3
O=C(NC(Cc1ccccc1)C(=O)O)/C(=C\c1ccccc1F)NC(=O)c1ccccc1 (stereo unspecified)
  23.8, 8.1, 1.1, 3.5, 9.6, 7.5, 1.8, -0.6, 6.5
COc1cc2c(-c3cc(F)cc(F)c3)c(-c3ccsc3)oc(=O)c2cc1OC
  2.4, -7.0, 4.1, 9.1, 2.4, ·, 4.9, 2.5, 5.8
CN(C)c1ccc(NC(=S)NC23CC4CC(CC(C4)C2)C3)cc1
  11.0, 9.9, 5.5, -2.8, 1.0, 0.4, -4.1, 1.7, 10.9
O=C(Nc1ccc(OC(F)F)c(Cl)c1)C(c1ccccc1)c1ccccc1
  -12.5, -38.5, -19.3, -56.5, -13.0, 3.3, -24.8, -11.1, -21.4
O=C(NC(c1ccccc1)C(Cl)Cl)c1ccccc1 (stereo unspecified)
  -8.6, -3.9, 6.8, -3.3, -2.9, -11.0, -0.5, -1.7, 2.4
CSc1ccccc1NC(=O)c1ccncc1
  3.8, -0.7, 3.7, 1.9, -0.8, 9.0, 1.6, 10.3, 3.2
COc1cc(Br)cc(CN2CCN(C/C=C/c3ccccc3)CC2)c1O
  11.2, 10.3, 1.7, 5.3, -0.3, 4.0, 2.5, -31.0, 1.8
Cc1cc(OCCCC(=O)Nc2nnc(C3CC3)s2)ccc1Cl
  1.0, 2.6, 4.2, -2.8, 0.0, ·, 1.8, 4.3, 12.2
O=C(C[C@H]1C[C@H](C(=O)N2CCOCC2)[C@@]2(CCC3CCCC3)c3[nH]c4cc(-c5ccco5)ccc4c3CCN2C1=O)NCC12CC3CC(CC(C3)C1)C2
  ·, -4.3, 8.4, ·, 2.1, ·, ·, ·, 2.5
Cc1ccn2c(=O)nc(SCC(=O)NCCc3ccccc3)nc2c1
  3.8, 1.9, 5.2, -5.5, 7.2, 5.7, -1.4, 8.5, -1.1
COc1ccc(S(=O)(=O)N2CCC(N3CCN(c4ccccc4OC)CC3)CC2)cc1
  -0.1, 3.3, -2.2, 0.7, -0.6, 2.7, 1.4, 17.0, 2.2
O=C(COC(=O)CCC(=O)c1ccc(Cl)cc1)NCc1ccco1
  -2.7, 2.3, 11.4, -2.5, 5.1, -2.8, 0.0, 3.5, 5.1
Cc1noc(C)c1CSc1nnc(-c2ccncc2)n1-c1ccc(Cl)c(Cl)c1
  13.3, 7.4, 3.7, 4.9, 1.9, 2.7, 2.8, 7.7, 2.9
COc1cc2c(cc1OC)C(c1ccc3c(c1)OCO3)C1=C(CC(C)(C)CC1=O)N2 (stereo unspecified)
  26.2, -0.1, 14.1, 5.8, -2.2, 5.2, 0.3, 7.7, -3.6
COC(=O)C(C)Sc1nc(NCc2ccccc2)nc(N(C)C)n1 (stereo unspecified)
  6.1, 2.3, 8.4, 2.2, 2.7, 7.2, -0.3, -2.1, 4.1
CCC(C)c1ccccc1N1CC(C(=O)N2CCN(S(=O)(=O)c3ccc(F)cc3)CC2)CC1=O (stereo unspecified)
  2.7, 0.3, 0.4, 1.0, 5.7, -2.1, 0.0, -7.1, -3.8
CCN(CC)CC(=O)Nc1ccc(/C(C)=N/NC2=NCCN2)cc1
  -0.1, -7.4, 4.8, 5.7, 0.9, 6.1, 0.5, 6.6, -2.7
CCN(CC)C(=O)CC(c1ccc2c(c1)OCO2)c1c(O)cc(OC)cc1OC (stereo unspecified)
  -1.5, 0.1, -9.4, -6.9, -3.3, -2.3, 0.8, 4.7, -2.3
Cn1nnnc1-c1cc(Br)ccc1NC(=O)c1ccccc1
  -10.4, -2.6, 2.5, -2.0, 7.2, -0.8, -2.5, 8.7, 1.9
O=C(N/N=C/c1cn[nH]c1-c1ccc(F)cc1)c1ccncc1
  -7.4, 6.8, -0.5, 3.4, 4.7, -5.9, 0.1, 0.4, 6.6
Cc1ccc(C)c(N2CCN(C(=O)c3nn(C)c4c3CS(=O)(=O)c3ccccc3-4)CC2)c1
  2.5, 0.3, 9.0, -4.2, 3.8, 6.5, -0.2, 6.1, 5.6
O=C(CSCc1cccc(Cl)c1)OCc1nc2ccsc2c(=O)[nH]1
  -0.3, 9.2, 3.7, 2.5, 1.6, -11.7, 1.0, 5.3, 10.1
C=C(C)C(=O)Nc1cccc(C(C)=O)c1
  -3.4, 9.5, -4.7, -9.0, 0.5, -2.8, -1.8, 9.1, 3.4
CCCc1cc(=O)[nH]c2nnc(SCC(=O)Nc3nccs3)n12
  15.8, 3.6, -2.6, 4.7, -0.9, 5.8, -0.1, -12.2, 7.6
CCCCn1c(N)c(NCC(C)C)c(=O)[nH]c1=O
  6.1, 6.7, -2.4, 1.7, -0.7, -6.1, 0.0, -6.1, 3.4
c1coc(-c2nnc(SCc3nc4ccccc4[nH]3)o2)c1
  24.9, 5.8, 3.9, 0.5, 1.0, 2.3, -0.8, -6.5, 8.2
Cc1cccc(NC(=O)c2cc(S(=O)(=O)N3CCC4(CC3)OCCO4)ccc2F)c1
  5.1, 4.4, 7.3, 6.2, 5.7, -10.6, 1.7, -3.9, 3.9
CCSc1nnc(NC(=O)c2cc(OC)c(OC)c(OC)c2)s1
  14.1, 4.0, 0.6, -6.8, 1.2, -12.1, 1.9, 6.2, -0.1
COC(=O)c1ccc(NC(=S)NC(=O)C2CCC2)cc1
  3.1, 0.3, 1.4, -1.0, -0.3, -0.2, -1.7, 5.1, 6.2
N#Cc1ccc(Nc2nc(-c3ccc(O)cc3O)cs2)cc1C(F)(F)F
  26.0, 9.1, 35.2*, 8.3, 11.0, ·, -5.7, 3.2, 25.5*
CN(C)CCCNC(=O)CCc1nc2ccccc2c(=O)[nH]1
  2.1, -3.2, -0.9, -6.1, 1.2, -1.6, -3.4, -2.8, -1.5
CCOc1ccc(N2C(=O)C3ON(C)C(c4ccc([N+](=O)[O-])cc4)C3C2=O)cc1 (stereo unspecified)
  -4.0, 1.8, -4.6, -4.4, 8.2, -1.8, -1.3, 5.6, 7.2

# Four entries out of the list, arranged by length of the SMILES, descending:
# Value order – PREPL inh, PAFAH2 FP inh, pPAFAH inh, LYPLA2 counter, PAFAH1B2 FP inh, EBNA-1 inhibitor, LYPLA1 counter, ZTA DNA inh, PAFAH1B3 inh
N#Cc1ccc(Nc2nc(-c3ccc(O)cc3O)cs2)cc1C(F)(F)F
  26.0, 9.1, 35.2*, 8.3, 11.0, ·, -5.7, 3.2, 25.5*
COC(=O)c1ccc(NC(=S)NC(=O)C2CCC2)cc1
  3.1, 0.3, 1.4, -1.0, -0.3, -0.2, -1.7, 5.1, 6.2
CCCCn1c(N)c(NCC(C)C)c(=O)[nH]c1=O
  6.1, 6.7, -2.4, 1.7, -0.7, -6.1, 0.0, -6.1, 3.4
C=C(C)C(=O)Nc1cccc(C(C)=O)c1
  -3.4, 9.5, -4.7, -9.0, 0.5, -2.8, -1.8, 9.1, 3.4

# In the list so far, these contain a furan ring, fused or not:
# Value order – PREPL inh, PAFAH2 FP inh, pPAFAH inh, LYPLA2 counter, PAFAH1B2 FP inh, EBNA-1 inhibitor, LYPLA1 counter, ZTA DNA inh, PAFAH1B3 inh
C/C(=N\NC(=O)c1cc(C(C)C)[nH]n1)c1ccco1
  9.6, -6.3, -3.5, 1.6, 1.2, -1.7, -0.1, 11.6, 7.8
O=C(C[C@H]1C[C@H](C(=O)N2CCOCC2)[C@@]2(CCC3CCCC3)c3[nH]c4cc(-c5ccco5)ccc4c3CCN2C1=O)NCC12CC3CC(CC(C3)C1)C2
  ·, -4.3, 8.4, ·, 2.1, ·, ·, ·, 2.5
O=C(COC(=O)CCC(=O)c1ccc(Cl)cc1)NCc1ccco1
  -2.7, 2.3, 11.4, -2.5, 5.1, -2.8, 0.0, 3.5, 5.1
c1coc(-c2nnc(SCc3nc4ccccc4[nH]3)o2)c1
  24.9, 5.8, 3.9, 0.5, 1.0, 2.3, -0.8, -6.5, 8.2
